# Screening results from PubChem.
# IMPase inh – qHTS Assay for Identifying the Cell-Membrane Permeable IMPase Inhibitors | Inositol monophosphatase 1 (Rattus norvegicus), P97697 | CHO-M1 cells, IP1 accumulation, HTRF TR-FRET ratio | inhibition (IP1 accumulation), % at 46.1 µM | 120,000 tested, under 10 active | AID 901, 2007; active = well fitted curve in the direction sought with a large enough effect in the signal ratio, not every such curve was filed as active; inconclusive = small, poorly fitted or top-dose-only effect, or a change in a side signal; inactive = no such curve, though single readings can be large or run the other way; the % refers to the signal ratio;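 note: cells stimulated with carbachol in lithium chloride buffer; plate controls were DMSO basal wells for no effect and reference inhibitor wells for full effect; higher means more IMPase inhibition seen as more IP1 and lower FRET ratio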
# Target sequence (P97697 whole entry, looked up): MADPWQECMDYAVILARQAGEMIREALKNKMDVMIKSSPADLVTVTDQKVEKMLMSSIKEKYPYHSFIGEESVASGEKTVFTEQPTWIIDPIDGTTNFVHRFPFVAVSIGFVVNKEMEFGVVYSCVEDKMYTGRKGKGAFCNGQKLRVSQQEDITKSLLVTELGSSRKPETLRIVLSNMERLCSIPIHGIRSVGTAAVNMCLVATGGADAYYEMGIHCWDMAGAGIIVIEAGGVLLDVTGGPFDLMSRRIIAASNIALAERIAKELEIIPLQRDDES
#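 The IP-One HTRF competitive assay in carbachol-stimulated CHO-M1 cells quantifies cellular IP1. Compounds spanned up to 46 uM final, and activity is expressed as AC50 from concentration-response fits of the ratio and donor data.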
# * hit, by the source's call; ? = inconclusive. Some of the compounds tested; rates above refer to the full screens.
SMILES,IMPase inh
CCOc1ccccc1NC(=O)CSc1nc2ccccc2nc1N1CCOCC1,2.0
Cc1ccc2nc(NCCc3ccccc3)c3nncn3c2c1,0.7
Cc1cccc(N2CCN(Cc3nnc(-c4ccccc4C)o3)CC2C)c1 (stereo not given),6.7
O=S(=O)(c1ccccc1)c1nc(-c2cccc(Cl)c2)oc1NCc1ccccc1,0.3
O=C(CC1Nc2cccc3cccc(c23)NC1=O)Nc1ccc(F)cc1 (stereo not given),-9.9
O=C(Nc1ccc2oc(-c3cccnc3)nc2c1)c1ccc(-c2ccccc2OC(F)(F)F)o1,-13.5
Cc1ccn2c(Nc3ccc(C(C)C)cc3)c(-c3ccsc3)nc2c1,8.2
CC1(c2ccc(Cl)cc2)CC(C)(C)N(C(=O)c2cccc(F)c2)c2ccccc21 (stereo not given),-5.4
N#Cc1c(C(F)(F)F)cc(-c2cccs2)nc1SCC(=O)Nc1ccc(Cl)cc1,-0.5
CC1=C(C(=O)OCc2ccc(C)cc2)C(c2ccccc2Cl)CC(=O)N1 (stereo not given),9.3
CC1CCc2c(sc3nnn(CC(=O)Nc4ccccc4Cl)c(=O)c23)C1 (stereo not given),-2.7
O=C(Nc1ccc2oc(-c3cccc4c(Br)cccc34)nc2c1)c1ccc(F)cc1,-9.1

# Continued.
SMILES,IMPase inh
CCOC(=O)c1c(-c2ccc(OC)cc2)oc2ccc(OCc3ccc(Br)cc3)cc12,0.1
O=C(CC1(O)C(=O)N(CCc2ccccc2)c2ccc(Br)cc21)c1ccc(F)cc1 (stereo not given),3.0
CCCn1c(=O)sc2cc(NC(=O)COc3ccc(Cl)cc3)ccc21,-16.7
Cc1ccc(Nc2nnc(-c3ccc(C)c(S(=O)(=O)N4CCN(C)CC4)c3)c3ccccc23)cc1,-3.6
O=C(Nc1ccc(Br)c2cccnc12)c1cccc2ccccc12,2.8
Cc1ccc(CCNC(c2ccc(F)cc2)c2nnc(-c3ccccc3Cl)o2)cc1 (stereo not given),7.4
CCOc1ccc(C(=O)Nc2ccc(Cl)c(-c3nc4cc(C)cc(C)c4o3)c2)cc1,-1.1
CCOc1ccccc1NC(=O)c1sc2nc(C)cc(C)c2c1N,-2.1
CCOC(=O)c1ccc(NC(=O)/C(C#N)=C/c2ccc(OC)cc2)cc1,-3.4
Cc1ccccc1-n1c(=O)c2c3c(sc2n2cnnc12)CCCC3,4.2
CCOC(=O)c1ccccc1NC(=O)CCc1nc(-c2ccc(C)cc2)no1,3.7
CCCOc1ccc(C(=O)Nc2ccc3oc(-c4ccc(N(C)C)cc4)nc3c2)cc1,-14.6

# The list continues.
SMILES,IMPase inh
COc1ccccc1Oc1nc2c(C)cccn2c(=O)c1/C=C(\C#N)c1nc2ccccc2[nH]1,-4.0
Cc1ccccc1Nc1c(-c2cccc(N(C)C)c2)nc2ccc(Br)cn12,?
CCCCc1nc2ccccc2n1CC(=O)N(COCC)c1c(C)cccc1CC,-0.7
CCc1ccc(Oc2nc3c(C)cccn3c(=O)c2/C=C(\C#N)c2nc3ccccc3[nH]2)cc1,-10.1
Cc1cccc(N2CCN(C(c3ccc(F)cc3)c3nnc(-c4ccccc4)o3)CC2)c1C (stereo not given),-17.2
CCc1ccccc1NC(=O)Cc1c(C(=O)O)[nH]c2ccc(Cl)cc12,7.4
COc1ccccc1-c1nc(SCC(=O)c2ccccc2)n[nH]1,-6.3
Cc1ccc(-c2nn(CCC(N)=O)c(=O)c3ccccc23)cc1,1.0
Cc1ccc(C(=O)COC(=O)CCC(=O)Nc2ccc(Oc3cc(C)ccc3C(C)C)cc2)cc1,1.8
Cc1ccc(Cn2nnc3sc4c(c3c2=O)CCC(C)C4)cc1 (stereo not given),5.6
CCCCN1C(=O)C(O)(c2c(C)[nH]c3ccccc23)c2ccccc21 (stereo not given),5.1
O=C(CSc1nnc(-c2ccccc2Cl)o1)N1CCCc2ccccc21,14.0

# Next section
SMILES,IMPase inh
Cc1ccc(C(=O)Nc2nc(-c3ccccc3)ns2)cc1,-1.3
COc1ccc(C(=O)Oc2ccc(C3NC(=O)c4c(sc5c4CCN(C)C5)N3)cc2OC)cc1 (stereo not given),-3.9
CC(C)c1cccc(C(C)C)c1NC1=NS(=O)(=O)c2ccccc21,5.4
COc1ccc(-c2nc3cc(C(C)C)ccc3o2)cc1NC(=O)c1ccc(C)c(Cl)c1,-2.5
O=C(Nc1ccc2oc(-c3ccncc3)nc2c1)c1ccccc1Cl,-4.2
COc1ccc(Br)cc1C(=O)Nc1ccc(-c2nc3cc(Cl)ccc3o2)cc1,-2.6
O=C(Nc1ccc2oc(-c3ccc(O)c(Br)c3)nc2c1)c1cc2ccccc2o1,0.3
CC1=C(C(=O)OC2CCCC2)C(c2cccc(Cl)c2Cl)CC(=O)N1 (stereo not given),5.5
COc1ccccc1NC(=O)CN1C(=O)c2cccc3cccc1c23,6.7
CCN(CC)S(=O)(=O)c1ccc(NC(=O)CN(c2ccccc2)S(=O)(=O)N(C)C)cc1,0.5
CC(=O)c1cccc(NCc2ccccc2-c2nnc(-c3ccccc3)o2)c1,10.7
CCCCOC(=O)c1c(N)n(-c2ccc(OC)cc2OC)c2nc3ccccc3nc12,-5.4

# Following part
SMILES,IMPase inh
Cc1ccc(C2C=C(c3ccc(F)cc3)Nc3nc(CCCO)nn32)cc1 (stereo not given),-20.1
CCOC(=O)c1[nH]c2c(c1Cc1ccccc1OC)C(=O)CC(c1ccc(OCC)cc1)C2 (stereo not given),-4.1
Cc1ccc(S(=O)(=O)N(CC(O)Cn2c3ccccc3c3ccccc32)c2cccc(C(=O)NCCO)c2)cc1 (stereo not given),6.1
COc1ccc(Cl)cc1NC(=O)c1cn(C2CCCC2)c(=O)c2c1c1ccccc1n2C,1.9
O=C(c1ccccc1)n1nc(-c2ccc(Cl)cc2)nc1NCc1ccco1,-1.5
Cc1ccc(-c2nnc(Nc3cccc(Cl)c3)c3ccccc23)cc1S(=O)(=O)N1CCOCC1,-8.7
COC(=O)c1cc(NC(=O)c2ccc(-c3ccc(Cl)cc3Cl)o2)cc(C(=O)OC)c1,-16.1
COc1ccc(NC(=O)CSc2nc(O)c(C/C=C/c3ccccc3)c(=O)[nH]2)cc1,0.6
CCOc1cccc(C2c3c(oc4ccccc4c3=O)C(=O)N2c2nc(C)c(C(=O)OC)s2)c1 (stereo not given),5.5
COc1ccc(-c2cc(C(F)(F)F)nc(SCC(=O)N(C)Cc3ccccc3)n2)cc1,2.7
Cc1ccc(CNC(=O)CN(c2cccc(C)c2C)S(=O)(=O)c2ccccc2)cc1,-9.5
CCOC(=O)c1c(NC(=O)C2c3ccccc3Oc3ccccc32)sc(C)c1CC,-10.4

# Brought forward from above: four compounds, followed by the next part.
SMILES,IMPase inh
CCOc1cccc(C2c3c(oc4ccccc4c3=O)C(=O)N2c2nc(C)c(C(=O)OC)s2)c1 (stereo not given),5.5
COc1ccc(-c2cc(C(F)(F)F)nc(SCC(=O)N(C)Cc3ccccc3)n2)cc1,2.7
Cc1ccc(CNC(=O)CN(c2cccc(C)c2C)S(=O)(=O)c2ccccc2)cc1,-9.5
CCOC(=O)c1c(NC(=O)C2c3ccccc3Oc3ccccc32)sc(C)c1CC,-10.4
COc1ccc(N(CC(=O)Nc2ccc(C)c(C)c2)S(=O)(=O)c2ccc(C)cc2)cc1OC,-8.1
O=C(Nc1cccc(-c2nc3ccccc3[nH]2)c1)c1c(F)cccc1F,-2.8
Cc1cc(C)c(S(=O)(=O)Nc2ccc3oc(C)c(C(=O)OC(C)C)c3c2)cc1C,-8.6
COC(=O)c1ccc(C2c3c(oc4ccc(C)cc4c3=O)C(=O)N2Cc2ccc3c(c2)OCO3)cc1 (stereo not given),?
CC(=O)c1ccc(NC(=O)C2CCC(CNS(=O)(=O)c3ccc(Br)s3)CC2)cc1 (stereo not given),8.0
O=C(CCS(=O)(=O)c1cc(Br)cc2c1N(C(=O)C1CC1)CC2)NCc1ccc(Cl)cc1,2.8
Cc1ccc(C)c(N2CCN(CCCNC(=O)c3nnc(Cc4ccc(F)cc4Cl)o3)CC2)c1,4.2
CCOc1cc(C(=O)Nc2ccc3c(c2)n(C)c(=O)c(=O)n3C)cc(OCC)c1OCC,1.0
Cc1cccc(NC(=O)CSc2nc3ccccc3nc2N2CCC(C)CC2)c1,0.6
COc1ccc(S(=O)(=O)NC2(C(F)(F)F)NC(=O)N(CCc3ccc(OC)c(OC)c3)C2=O)cc1 (stereo not given),-7.0
Cc1cccc(/C=C(\C#N)c2nc3ccccc3c(=O)[nH]2)c1,-1.1
CCCN1C(=O)C(O)(CC(=O)c2ccc(C(C)C)cc2)c2ccccc21 (stereo not given),0.5

# (list continues)
SMILES,IMPase inh
CCOc1ccc(NC(=O)CSc2nnc3c(C)cc4ccccc4n23)cc1,-3.3
CCN(CC)c1ccc(NC(=O)c2sc3ccccc3c2Cl)cc1,-8.6
CCOC(=O)c1c(-c2ccccc2)oc2ccc(NS(=O)(=O)c3ccc(C)cc3C)cc12,-10.9
CCC1CCc2nc3sc(C(=O)Nc4ccc(F)cc4F)c(N)c3cc2C1 (stereo not given),-5.2
COc1ccc(NC(=O)CCSc2nc(-c3ccco3)cc(C(F)(F)F)n2)cc1OC,2.9
COc1ccc(-c2cc(C(F)(F)F)nc(SCCC(=O)Nc3cc(C)ccc3O)n2)cc1,8.3
CCOC(=O)c1c(-c2ccc(Br)cc2)csc1NC(=O)c1ccc(C(C)(C)C)cc1,-3.9
COc1ccc(NC(=O)CCN2CCN(CCO)CC2)c(OC)c1,?
COc1cccc(-c2nc(SCC(=O)Nc3ccc4c(c3)OCCO4)c(-c3ccccc3)[nH]2)c1,20.8
CCOc1cc(-c2nc(-c3ccc(-c4ccc(C)cc4)nc3OC)no2)cc(OCC)c1OCC,-15.9
Cc1ccccc1C(=O)Nc1cccc(NC(=O)c2ccc(C(C)(C)C)cc2)c1,-2.2
COc1ccccc1NC(=O)CSc1nnc2c(n1)[nH]c1ccccc12,-0.2

# (list continues)
SMILES,IMPase inh
COc1ccc(Nc2c(-c3cc(Br)ccc3O)nc3ncccn23)cc1OC,4.9
O=C(CN1CCN(Cc2ccccc2Cl)C1=O)NCc1ccccc1Cl,5.5
CCCS(=O)(=O)Nc1cc2c(cc1NCc1ccccc1)n(C)c(=O)n2C,?
CCOC(=O)c1c(NC(=O)CSc2nc(-c3ccccc3)cc(C(F)(F)F)n2)sc(C)c1C,3.4
O=C(CCC1N=C2c3ccccc3N=C(SCC(=O)Nc3ccccc3F)N2C1=O)NCc1ccccc1 (stereo not given),6.9
Cc1ccc(-c2nnc(Nc3ccccc3)c3ccccc23)cc1S(=O)(=O)NCc1nc2ccccc2[nH]1,2.7
Nc1c(C(=O)Nc2ccc(Cl)cc2F)sc2nc(-c3cccs3)ccc12,?
Cc1ccc(NC(=O)c2sc3ccccc3c2Cl)cc1,3.2
CCOC(=O)c1c(NC(=O)COc2cccc(C(F)(F)F)c2)sc2c1CCC(C)C2 (stereo not given),-5.7
Cc1cccc(C2=Nc3ccccc3N=C(c3cc(Cl)ccc3O)C2)c1,1.7
CC(C)c1ccc(S(=O)(=O)Nc2cc3c(cc2NCc2ccccc2)n(C)c(=O)n3C)cc1,-1.9
Cc1ccc(C(=O)O)cc1-n1c(C)ccc1-c1ccccc1,-4.1

# Following part
SMILES,IMPase inh
CCOC(=O)c1cc(NC(=O)c2ccc(Cl)cc2)c(=O)n2c1oc1ccccc12,-0.4
Cc1cccc(NC(c2ccccc2C)c2ccc3ccc(C)nc3c2O)n1 (stereo not given),-7.3
CCCn1c(=N)c(C(=O)NCc2ccco2)cc2c(=O)n3cc(C)ccc3nc21,2.7
CC(C)(C)c1ccc(OCC(=O)Nc2c(C(=O)c3ccc(F)cc3)oc3ccccc23)cc1,3.1
Cc1ccc(S(=O)(=O)c2nc(-c3ccccc3)oc2N2CCCCCC2)cc1,-11.1
COc1cc(OC)c(NC(c2nnc(-c3ccccc3)o2)c2ccc(F)cc2Cl)cc1Cl (stereo not given),0.2
O=C(Nc1ccc2oc(-c3cccc(Cl)c3Cl)nc2c1)c1cccc(Br)c1,-6.2
CCOc1ccc(/C=C(\C#N)C(=O)Nc2sc3c(c2C(=O)OC)CCC3)cc1OC,-20.9
CCn1c2ccccc2c2cc(CN3CCN(Cc4cc(OC)c(O)c(OC)c4)CC3)ccc21,0.8
COc1nc(-c2ccc(C)cc2)ccc1-c1noc(-c2ccc(C(C)(C)C)cc2)n1,2.9
CCOc1ccc(/C=C/C(=O)Nc2sc3c(c2C(=O)OC)CCC3)cc1,-3.0
CCOC(=O)c1cnc2c(ccc3ccccc32)c1Nc1ccc(N(C)C)cc1,27.2

# (list continues)
SMILES,IMPase inh
CCOc1ccccc1NC(=O)COc1ccc(S(=O)(=O)NC2CCCCC2)cc1,6.4
COc1ccc(NC(=O)CSC2=Nc3ccccc3C3=NC(CCC(=O)NC4CCCCC4)C(=O)N23)cc1Cl (stereo not given),-3.0
COc1ccc(-c2cc(C(F)(F)F)nc(SCCC(=O)Nc3cccc(OC)c3)n2)cc1,2.3
CCOc1cc(-c2nc(-c3ccc(Br)cc3)no2)cc(OCC)c1OCC,-1.1
COc1ccc(S(=O)(=O)NCCc2cc3ccc(C)c(C)c3[nH]c2=O)cc1,8.7
O=C1CC(c2nnc(Cc3ccc(F)cc3)o2)CN1c1ccccc1 (stereo not given),7.1
CC(C)(C)c1ccc(Oc2ccc(NC(=O)CCC(=O)OCC(=O)c3ccccc3)cc2)cc1,2.0
